Screening data (PubChem BioAssay)
E coli RNAP – blocks E. coli RNA polymerase transcription | P0A8V2 | inhibition, %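 (tested at 10 µM)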 | fluorescence transcription assay | 0.2% of 62,000 active; in the data active = inhibition above about 20%;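 also: 0% = enzyme without compound and 100% = no enzyme blank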
Cdc25B inh – human M-phase inducer phosphatase 2 inhibition. P30305. recombinant Cdc25B, OMFP fluorescence Ex485/Em525. inhibition, %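 (compounds tested at 10 µM final in the well)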. 0.1% of 65,000 active. AID 368; in the data active = inhibition above about 50%
Target sequence (P30305 whole entry, looked up): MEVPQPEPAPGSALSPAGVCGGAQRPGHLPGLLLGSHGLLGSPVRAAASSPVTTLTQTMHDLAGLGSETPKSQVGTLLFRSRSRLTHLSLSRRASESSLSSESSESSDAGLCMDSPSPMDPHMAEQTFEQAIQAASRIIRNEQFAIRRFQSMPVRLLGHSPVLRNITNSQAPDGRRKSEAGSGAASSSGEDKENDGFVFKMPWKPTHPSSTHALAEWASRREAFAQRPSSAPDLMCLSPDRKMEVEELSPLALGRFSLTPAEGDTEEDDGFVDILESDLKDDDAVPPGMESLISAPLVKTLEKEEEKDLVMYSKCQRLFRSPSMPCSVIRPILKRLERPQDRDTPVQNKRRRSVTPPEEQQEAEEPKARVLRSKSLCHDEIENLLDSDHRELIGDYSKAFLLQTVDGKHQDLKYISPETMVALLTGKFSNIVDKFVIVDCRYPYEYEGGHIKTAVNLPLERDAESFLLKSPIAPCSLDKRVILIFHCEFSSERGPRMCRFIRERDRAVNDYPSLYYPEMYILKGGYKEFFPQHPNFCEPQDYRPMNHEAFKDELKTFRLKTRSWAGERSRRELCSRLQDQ
Hsp90 block – displaces geldanamycin probe from tumor Hsp90. P07900. NCI-N417 lysate Hsp90, Cy3B-geldanamycin FP displacement. inhibition, % at 30 µM. 0.35% of 64,000 active;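 active = inhibition above 50%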;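 also: 0% = tracer plus lysate wells and 100% = tracer alone without lysate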
MKP-1 inh – human dual specificity phosphatase 1 inhibition. 0.15% of 65,000 active. recombinant MKP-1, OMFP hydrolysis fluorescence. inhibition, %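 (compounds tested at a single concentration somewhere between 10 and 100 µM)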;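 active = inhibition above about 50%, limit read from the data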;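 also: 0% = DMSO max control wells and 100% = wells with enzyme stopped by NaOH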
Target sequence (P28562 whole entry, looked up): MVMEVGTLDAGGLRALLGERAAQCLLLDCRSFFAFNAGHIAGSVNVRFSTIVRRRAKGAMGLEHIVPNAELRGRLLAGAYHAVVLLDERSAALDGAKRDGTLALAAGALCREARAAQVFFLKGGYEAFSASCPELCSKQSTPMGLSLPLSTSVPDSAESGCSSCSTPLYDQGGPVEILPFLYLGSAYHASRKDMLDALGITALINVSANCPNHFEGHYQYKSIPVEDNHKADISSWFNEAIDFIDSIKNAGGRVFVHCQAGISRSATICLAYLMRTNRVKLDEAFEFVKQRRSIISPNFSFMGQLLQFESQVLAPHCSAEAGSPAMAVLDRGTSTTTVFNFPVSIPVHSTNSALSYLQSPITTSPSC
CatB block – inhibitors of human cathepsin B; AID 453; purified cathepsin B, fluorogenic substrate, fluorescence; inhibition, %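 (tested at 10 µM)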; P07858; 0.1% of 63,000 active; in the data active = inhibition above about 21%;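 also: 0% = enzyme with no compound and 100% = no enzyme blank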
CatB mix inh – inhibitors of human cathepsin B in compound mixtures. P07858. Purified cathepsin B, AMC dipeptide fluorescence. inhibition, %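 (ten-compound pools at 5 µM per compound and 50 µM total)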. 0.06% of 62,000 active. AID 488; in the data active = inhibition above about 22%, passing the limit was not always enough;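 also: 0% = enzyme without compound and 100% = no enzyme blank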
AP complement – orthogonal test for alternative complement pathway inhibitors; Human serum alternative complement pathway, LPS-coated ELISA, C3 deposition; tested in compound mixtures; inhibition, % at 5 µM; 0.08% of 62,000 active;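 active = inhibition above 30% in each of the two pooled mixtures holding the compound, so the lower value exceeds 30%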;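 also: 0% = serum in Mg-EGTA without compound and 100% = EDTA serum blank; some compounds past the cut are filed as inactive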
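Medium: diluted human serum in Mg2+-EGTA GVB++. Assay system: human serum complement alternative pathway, C3 deposition onto LPS. Also added: Plate-bound LPS. Technique: Anti-C3 ELISA, OD 450 nm. Measure: percent inhibition. Incubation: 1 h at 37 °C. Dosing: 5 µM each compound, pools of ten, 50 µM per pool.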
D1 allo mod – D1 dopamine receptor (human) allosteric modulation; P21728; HEK293 D1, CRE-luciferase, dopamine EC30 potentiation; actives deviate in either direction; B-score at 10 µM; 5.9% of 58,000 active;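 active = luminescence count or its row- and column-corrected plate score outside the 99.7% band of the plate's sample wells, on either side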
tolC growth inh – growth inhibitors of E. coli BW25113 tolC mutant | OD615 | growth inhibition, % at 10 µM (by protocol) | 2.2% of 65,000 active;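 active = growth inhibition at or above a cutoff equal to the mean over every tested compound plus 3 SD, cut at about 60% in these data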;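 also: growth measured after 20 h incubation at 37 °C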
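Test system: tolC-deleted E. coli BW25113; medium: LB with kanamycin 50 µg/mL; compound: single-point testing at 10 µM; incubation: 20 h compound exposure of bacteria at 37 °C; signal: OD at 615 nm; evaluation: growth inhibition in percent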
An asterisk follows results filed as active; . = no result given.

Fields: E coli RNAP | Cdc25B inh | Hsp90 block | MKP-1 inh | CatB block | CatB mix inh | AP complement | D1 allo mod | tolC growth inh
1. Cc1nn(-c2nc3ccccc3s2)c(N)c1-c1ccccc1
 : 3 | -3 | -1 | -3 | 2 | 3 | 17 | 0.016 | -2
2. COCCNC(=O)C(c1ccc(F)cc1)N(Cc1ccco1)C(=O)CCC(=O)Nc1nccs1 (stereo not drawn)
 : 6 | -3 | -3 | 29 | 3 | 0 | 5 | -0.046 | -10
3. O=C(COc1cccc(-n2cnnn2)c1)N1CCOCC1
 : 3 | -10 | -4 | 2 | -9 | -2 | 25 | -0.73 | -13
4. O=C(Cn1c(=O)oc2ccccc21)NCc1ccco1
 : 2 | 26 | 0 | 4 | 3 | 1 | 24 | -0.26 | -30
5. COc1cc(NC(=O)CS(=O)(=O)c2ccccc2)cc(OC)c1OC
 : 10 | 0 | -3 | 9 | 5 | 3 | 18 | . | 11
6. N#Cc1c(-c2cccs2)cc(-c2cccnc2)nc1N
 : -18 | -3 | -2 | -12 | -1 | 3 | 4 | 18* | 5
7. Cc1cc(C)cc(-n2nnnc2SCC(=O)Nc2cccc(NC(=O)c3ccco3)c2)c1
 : -2 | -6 | -5 | 18 | 2 | -2 | -6 | -0.4 | 38
8. NC(=O)CC(NC(=O)OCc1ccccc1)C(=O)O (stereo not drawn)
 : 11 | -2 | -3 | -1 | 2 | 1 | -5 | -0.028 | -8
9. O=C(OCC#CCSc1nc2ccccc2o1)c1ccco1
 : 3 | -12 | -2 | -21 | 0 | 1 | -8 | -0.35 | -6
10. O=C(O)CN1C(=O)Nc2ccc(Br)cc2C1c1ccccc1 (stereo not drawn)
 : 2 | 2 | . | 16 | 0 | 1 | 4 | -0.5 | -9
11. CSC1=N/C(=C\C=C\c2cccs2)C(=O)S1
 : 14 | -3 | -9 | -1 | -1 | 9 | 3 | -0.34 | 7
12. Cc1ccc(-n2ncc(C#N)c2/N=C/N2CCOCC2)cc1
 : 3 | -10 | 0 | 0 | 1 | 2 | 3 | 14* | -5
13. CCCNc1ncccc1C(N)=O
 : 1 | -4 | -1 | 11 | 3 | 0 | 2 | 0.026 | -15
14. CC1(C)CC(=O)C(C=NCC2CCCO2)=C(O)C1 (stereo not drawn)
 : 9 | -17 | -3 | -7 | -2 | 7 | 12 | 0.71 | -17
15. O=C(COc1ccccc1Br)c1ccc(O)cc1O
 : 4 | -4 | -3 | 11 | 4 | 4 | 19 | 1.2 | 70*
16. COCc1cc(C)nc(SCC(=O)NCc2ccco2)c1C#N
 : 3 | -7 | 1 | 3 | 0 | 12 | 12 | -0.5 | -18
17. COc1ccccc1C(=O)NC(C)C(c1cccs1)N1CCOCC1 (stereo not drawn)
 : . | -7 | -2 | 3 | . | . | . | 0.0073 | 1
18. O=C(O)c1ccccc1C(=O)NCc1ccc(F)cc1
 : 4 | -9 | -5 | -14 | 21* | -1 | -4 | -0.5 | -20
19. C=C1CC2C=C(NC(C)=O)CC(C1)C2 (stereo not drawn)
 : 12 | -2 | -1 | 6 | -1 | 5 | -3 | 0.27 | 7
20. COCC(=O)N(C)C1(c2nnnn2CCOC(=O)Nc2ccc(Cl)cc2)CCCC1
 : 2 | -9 | -5 | 11 | -2 | 3 | 6 | -0.21 | -2
21. CCOC(=O)Nc1cccc(Cl)c1C
 : 6 | -3 | -3 | -4 | 6 | 3 | 13 | 0.079 | -5
22. CCn1c(SCC(=O)Nc2cc(OC)ccc2OC)nnc1C1CCCCC1
 : 11 | -9 | 2 | -13 | 4 | 0 | 9 | 1.2 | 5
23. O=C(O)CCCC(=O)Nc1ccccc1Br
 : 5 | -6 | -4 | 1 | -1 | 0 | 3 | 7.2* | -5
24. COCCN1CN=C(Nc2nc(C)c3ccc(C)cc3n2)NC1
 : 2 | -12 | 0 | 17 | 0 | -1 | 19 | -0.56 | .
25. CCOc1cc(NC(=O)C2CCCO2)c(OCC)cc1NC(=O)C1CC1 (stereo not drawn)
 : 3 | -15 | 6 | 1 | 4 | 1 | -9 | 2 | 4
26. CC1CC(C)CN(c2nc3c(c(=O)n(C)c(=O)n3C)n2CCSc2ncccn2)C1 (stereo not drawn)
 : -5 | -6 | -5 | 2 | 4 | -1 | 21 | 0.088 | 9
27. N#Cc1nc(Cc2ccccc2)oc1NCCN1CCOCC1
 : 3 | 19 | -3 | -26 | 1 | 0 | 8 | . | -21
28. CCCN(CCC)CCNC(=O)C(NS(=O)(=O)c1ccc2c(c1)CCC(=O)N2)c1ccccc1 (stereo not drawn)
 : 11 | -4 | -3 | 19 | 1 | 7 | 0 | 0.78 | -10
29. CCc1ccccc1NC(=O)CC(O)(C(=O)OC)C(F)(F)F (stereo not drawn)
 : 0 | -5 | -3 | -1 | -1 | 1 | 0 | -0.24 | -8
30. CCOC(=O)Nc1sc2c(c1C(=O)OCC)CCC2
 : 8 | 7 | -4 | 19 | 5 | 5 | 13 | -0.62 | 4
31. O=C(CSc1nnc(-c2ccc(F)cc2)o1)c1ccc2c(c1)OCCO2
 : 9 | -4 | 1 | 11 | 2 | 0 | 13 | 0.72 | -18
32. CCOC(=O)c1ccc(NC(=O)CSc2nnc(Cn3c(=O)sc4ccccc43)n2C)cc1
 : 11 | -9 | -4 | 14 | 3 | 1 | 9 | . | 8
33. CCCCOC(=O)Nc1ccc(S(=O)(=O)Nc2cc(C)nc(C)n2)cc1
 : 9 | -6 | -3 | 11 | 4 | 2 | 12 | 0.8 | -5
34. CCOc1ccc(C2C(C#N)=C(N)Oc3cc(C)n(CCN4CCOCC4)c(=O)c32)cc1OCC (stereo not drawn)
 : 1 | -24 | -1 | -23 | 2 | . | . | 0.16 | 1
35. CN(C)c1nc2c(c(=O)n(C)c(=O)n2C)n1Cc1ccccc1
 : 7 | 2 | 0 | -4 | 0 | 8 | 13 | -0.082 | -25
36. CC(=O)NC(CCS(C)(=O)=O)C(=O)Nc1cc(Cl)ccc1Cl (stereo not drawn)
 : 6 | 0 | -3 | 11 | -5 | 6 | 19 | -0.26 | -21
37. O=c1cc(-c2ccccc2)[nH]c2[nH]n(-c3ccccc3)c(=O)c12
 : 6 | -2 | -4 | 25 | 1 | 1 | 18 | -0.18 | -26
38. COCCCNc1nc2ccccc2nc1NS(=O)(=O)c1cccs1
 : -1 | 0 | -5 | -9 | -2 | -2 | 11 | 2.8* | 8
39. Cn1c(=O)cc(SCC(=O)NCCCN2CCN(c3ccc(F)cc3)CC2)c2ccccc21
 : 4 | -3 | -1 | 7 | 5 | 6 | 18 | -0.88 | 6
40. CCc1nc(SCC(=O)Nc2cc(C)on2)n[nH]1
 : 10 | -15 | -2 | -16 | 5 | 0 | -7 | 0.56 | 2
41. Cc1cc(=O)n2nc(N3CCCC(C(=O)N4CCN(c5ccccc5)CC4)C3)sc2n1 (stereo not drawn)
 : 4 | -8 | -5 | 0 | 1 | -3 | 5 | 1.2 | -11
42. CCc1nc(SCc2cccnc2)[nH]c(=O)c1C
 : 7 | -13 | 4 | -7 | -1 | 5 | 12 | 0.11 | -1
43. CCOC(=O)CCCCC(=O)c1[nH]c(=O)[nH]c1CSc1nc2ccccc2[nH]1
 : 4 | -9 | -1 | 21 | 0 | -1 | 2 | . | -24
44. Cc1oc2nc(SCCCC(=O)NCCO)nc(N)c2c1C
 : 3 | -12 | -1 | 20 | 2 | 4 | 5 | -0.1 | -9
45. Cn1nnnc1SCc1csc(Nc2ccccc2)n1
 : -2 | -9 | -6 | 23 | 4 | 3 | 17 | 0.1 | 3
46. Cn1cnnc1SCCC(=O)Nc1ccccc1
 : -1 | 4 | -1 | 12 | 2 | 2 | 12 | 0.12 | 3
47. CCc1cc(-c2[nH]ncc2-c2ccc3c(c2)OCO3)c(O)cc1O
 : -14 | 12 | 96* | 15 | 3 | 0 | -14 | -1.3 | 100*
48. O=C(CSc1nnc(Cc2cccs2)n1Cc1ccco1)Nc1cc(Cl)cc(Cl)c1
 : 11 | 2 | 0 | -17 | -1 | 0 | -10 | 0.37 | 91*
49. CCOC(=O)c1cc(C#N)c(N)nc1C
 : 7 | 5 | -4 | 0 | 3 | 0 | 19 | 4.6* | -7
50. Cc1c(C#N)c2ccccc2n1CC(=O)O
 : 3 | -19 | -3 | 6 | -1 | -1 | 7 | 0.058 | -9
51. CC(=O)NC1C(=O)Nc2c1cccc2C(F)(F)F (stereo not drawn)
 : 1 | -7 | -18 | 9 | 2 | 1 | 18 | -0.032 | -10
52. Cn1c(CNc2nc3ccccc3n2CCN2CCCCC2)nc2ccccc21
 : -9 | -7 | 3 | 22 | 5 | -7 | -11 | -1.7 | 42
53. O=C(NCc1ccncc1)c1cnccn1
 : 7 | -7 | -9 | 18 | 9 | 4 | -10 | 0.99 | -10
54. Cn1nnc(NC(=O)CSc2ccc(Cl)cc2)n1
 : 6 | -4 | -18 | 22 | 0 | 3 | 2 | 0.31 | -7
55. O=c1c2cc(N3CCOCC3)ccc2[nH]c(=S)n1CCCN1CCCCC1
 : 5 | -7 | -5 | -5 | 2 | 3 | 1 | -0.91 | -15
56. CCN1C(=O)CC(C(=O)NC)SC1=Nc1cc(Cl)c(O)c(Cl)c1 (stereo not drawn)
 : -9 | -10 | 0 | -7 | 2 | 1 | 2 | -0.55 | 6
57. Cc1ccc(Cn2c(-n3nc(C)cc3C)nc3c2c(=O)[nH]c(=O)n3C)cc1
 : 9 | 4 | -2 | 27 | 0 | -1 | -2 | 3.5* | 8
58. Cc1cc(Nc2ccc3ccccc3c2)n2ncnc2n1
 : 7 | 0 | 30 | -22 | 2 | . | . | . | -3
59. O=C(Nc1cccc2c1C(=O)NC2=O)c1ccc(S(=O)(=O)N2CCCC2)cc1
 : 5 | -4 | -2 | 1 | 0 | 1 | 5 | -0.14 | -8
60. CCN(CC)c1nc(C#N)cc(-c2ccc(OC)cc2)n1
 : 5 | -6 | -2 | 14 | 1 | 2 | 18 | 1.1 | 48

Reprinted: nos. 49–53
Fields: E coli RNAP | Cdc25B inh | Hsp90 block | MKP-1 inh | CatB block | CatB mix inh | AP complement | D1 allo mod | tolC growth inh
49. CCOC(=O)c1cc(C#N)c(N)nc1C
 : 7 | 5 | -4 | 0 | 3 | 0 | 19 | 4.6* | -7
50. Cc1c(C#N)c2ccccc2n1CC(=O)O
 : 3 | -19 | -3 | 6 | -1 | -1 | 7 | 0.058 | -9
51. CC(=O)NC1C(=O)Nc2c1cccc2C(F)(F)F (stereo not drawn)
 : 1 | -7 | -18 | 9 | 2 | 1 | 18 | -0.032 | -10
52. Cn1c(CNc2nc3ccccc3n2CCN2CCCCC2)nc2ccccc21
 : -9 | -7 | 3 | 22 | 5 | -7 | -11 | -1.7 | 42
53. O=C(NCc1ccncc1)c1cnccn1
 : 7 | -7 | -9 | 18 | 9 | 4 | -10 | 0.99 | -10

Next section
Fields: E coli RNAP | Cdc25B inh | Hsp90 block | MKP-1 inh | CatB block | CatB mix inh | AP complement | D1 allo mod | tolC growth inh
61. Cc1ccn2c(NC3CCCCC3)c(C)nc2c1
 : 3 | -1 | 0 | -8 | -1 | -7 | 18 | -1.8 | -11
62. CCCn1c(C)cc(=O)c2cc(NC(=O)c3ccccn3)ccc21
 : 5 | -13 | -1 | 10 | -9 | -1 | 7 | 0.062 | -3
63. O=C(c1ccc(Cl)cc1)N1CCN(c2nc(N3CCCCC3)nc(N3CCCCC3)n2)CC1
 : 0 | 5 | . | -1 | 4 | -9 | 19 | 1.7 | 12
64. CCN(CC)C(=O)Cn1cnc2c1c(=O)n(C)c(=O)n2C
 : 7 | -12 | 0 | -5 | 7 | 1 | 16 | . | -16
65. O=c1[nH]c(SCc2ccccc2Cl)nc2c1CCCC2
 : -3 | -2 | 1 | 0 | -1 | -2 | 8 | -0.034 | 2
66. Cc1cc2nc(NC3=NCN(CCN4CCOCC4)CN3)nc(C)c2cc1C
 : 8 | 5 | 1 | -5 | 2 | -11 | 3 | -0.026 | -19
